High-throughput results deposited in PubChem by Fisher Drug Discovery Resource Center.
mcGAS RapidFire: blocks mouse cGAS cGAMP production; Q8C6L5; actives 0.18% (n = 130,000); inhibition, % at 12.5 µM; recombinant mouse cGAS, cGAMP by RapidFire MS; AID 1259397;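 active = inhibition of cGAS enzyme activity at or above 60%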;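 note: enzyme stimulated by 45 bp dsDNA with ATP and GTP substrates; cGAMP share of summed cGAMP plus half ATP and half GTP signals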
Target sequence (Q8C6L5 whole entry, looked up): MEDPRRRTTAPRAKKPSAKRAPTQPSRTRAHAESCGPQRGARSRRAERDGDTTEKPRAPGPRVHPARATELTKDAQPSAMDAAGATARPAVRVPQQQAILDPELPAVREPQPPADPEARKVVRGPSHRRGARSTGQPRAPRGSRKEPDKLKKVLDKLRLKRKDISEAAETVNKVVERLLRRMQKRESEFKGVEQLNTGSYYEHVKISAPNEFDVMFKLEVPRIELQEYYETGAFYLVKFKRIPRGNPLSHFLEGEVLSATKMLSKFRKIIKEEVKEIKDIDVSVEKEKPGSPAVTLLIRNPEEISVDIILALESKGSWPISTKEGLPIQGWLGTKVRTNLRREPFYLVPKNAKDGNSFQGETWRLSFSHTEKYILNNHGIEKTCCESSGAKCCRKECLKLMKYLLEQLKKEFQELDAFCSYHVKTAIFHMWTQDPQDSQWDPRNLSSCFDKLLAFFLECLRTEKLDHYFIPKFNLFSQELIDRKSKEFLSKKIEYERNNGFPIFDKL
The depositor's hits bear a star; & = joins results of further samples.

Compound | mcGAS RapidFire
CNC(=O)CN1CCN(C(=O)c2cc3c(F)cccc3[nH]2)CC1=O | 3.0
OC1(c2cccc(C(F)(F)F)c2)CCN(Cc2ccc3[nH]ccc3c2)CC1 | -25.0
Cc1nc2ccccn2c(=O)c1NC(=O)c1ccccc1 | -16.4
C=CCNC(=O)NC(=O)CN(C)c1ccc(Oc2ccccn2)cc1 | -6.6
Cc1ccc(Nc2ccc(S(=O)(=O)C(F)(F)C(F)F)cc2[N+](=O)[O-])cc1 | -5.1
Cc1sc2nc(CN(C)Cc3ccc(Cl)c(Cl)c3)nc(N)c2c1C | -5.7
COCCN(CCCc1ccccc1)C(=O)NCc1csc(C)n1 | -11.5
CCn1c(CC2CCN(C(=O)C3COCCO3)CC2)nn(C)c1=O (centres undefined) | -6.8
O=C(CCCc1cccs1)NC1CCCN(C2Cc3ccccc3C2)C1 (centres undefined) | -5.0
O=C(CCC1CCCN(C(=O)c2ccc(=O)[nH]n2)C1)N1CCN(Cc2ccccc2)CC1 (centres undefined) | -9.4
CN(Cc1csc(-c2ccccc2)n1)C1CCN(S(C)(=O)=O)CC1 | -8.0
Cc1nc(C(C)C)cc(N(C)CCc2noc(C3CC3)n2)n1 | -13.3
Fc1cnc(NCCc2cccs2)nc1N1CCOCC1 | -3.3
O=C(/C=C/c1ccco1)N1CCCC(N2CCN(c3cccc(Cl)c3)CC2)C1 (centres undefined) | 0.5
O=C1OC(/C=C\c2cccc([N+](=O)[O-])c2)=NC/1=C/c1ccc(Br)cc1 | -8.4

Remaining list, next part
Compound | mcGAS RapidFire
COc1ccc(CCN2CCCC(CN(C)C(=O)c3cccnc3OC)C2)cc1 (centres undefined) | -13.7&-3.5
CCc1noc(C)c1C(=O)N1CCC(CCC(=O)N2CCC(Cc3ccccc3)CC2)CC1 | -12.8
CCC1c2ccsc2CCN1CC(=O)Nc1ccccc1 (centres undefined) | -8.4
Cc1c(C(=O)N2CCN(C)CC2)oc2c1C(=O)CC(C)(C)C2 | 2.9
c1cc(-c2cnc3ccccc3c2)cc(-n2cnnc2)c1 | -11.7
Cc1ccccc1CCNC(=O)C(C)Sc1ccccc1 (centres undefined) | 3.0
CC(C)NC(=O)C1(C)CCCCN1Cc1cccc(C(F)(F)F)c1 (centres undefined) | -11.0
CC1=CS(=O)(=O)c2ccc(I)cc21 | -13.6
CCOc1ccccc1CNC(=O)N1CCS(=O)C(C)C1C (centres undefined) | -9.5
CCOC(=O)c1c(NC(=O)Cn2nc(C)c([N+](=O)[O-])c2C)sc(C)c1C | 1.9
CC/C=C/CC(=O)N1CCN(CC)C(C)(C)C1 | -6.6
CC(=O)Nc1cccc(-n2ccnc2-c2ccc(-c3ccn[nH]3)o2)c1 | -38.3
O=C(NCc1ccco1)Nc1cccc(C(=O)N2CCCCC2)c1 | 1.1
COCCn1cc(NC(=O)NCc2ccc(OC)cc2)c2ccccc21 | -1.6
CCn1c(=O)c2c(nc3n(-c4ccc(Br)cc4)c(C)cn23)n(C)c1=O | 1.1

Other results follow.
Compound | mcGAS RapidFire
Cc1ccc2c(c1)N(Cc1cccc(C(F)(F)F)c1)C(=O)C(C)O2 (centres undefined) | -9.1
COc1ccc(S(=O)(=O)N2CCC(NC(=O)CCC3CCCCC3)CC2)cc1 | -2.0
CC(C)COc1ccc(C(=O)N2CCC(c3ccccc3)C2C)cn1 (centres undefined) | -4.8
NC(=O)c1cccc(NC(=O)Cc2cccc(Cl)c2)n1 | 1.3
O=C(c1ccc(-c2ccc(-c3ccn[nH]3)cc2)o1)N1CCOCC1 | -8.2
COCC(C)NC(=O)C1CCN(Cc2cnc(-c3cccc(C)c3)nc2)CC1 (centres undefined) | -6.7
Cc1noc(COC(=O)c2cc(C(C)C)cc(C(C)C)c2O)n1 | 1.1
Cc1cc(C(=O)N(C)Cc2c(C)noc2C)c2cccc(C)c2n1 | -30.6
COc1ccccc1OCCCCOc1cccc2ccccc12 | -3.2
CC(C)(C)OC(=O)n1ccc2c1[C@@H](C(=O)O)CCC2 | 2.1
CCCCNc1ncnc2c1sc1nc(C)c3c(c12)CC(C)(C)OC3 | 3.4
CCCn1nccc1C(=O)N1CCC(c2[nH]ncc2-c2ccccc2C)CC1 | -28.2
O=C(NNC(=O)C1Cc2ccccc2O1)c1cc(-c2ccccc2)on1 (centres undefined) | -13.6
CC1CCC(NS(=O)(=O)CC(=O)Nc2ccc(N3CCCC3)cn2)CC1 (centres undefined) | -0.4
O=P1(NCc2ccccc2)C=C(c2ccccc2)OC(c2ccccc2)=C1 | 40.7

Exported as labelled records: entries from further up
> Cc1c(C(=O)N2CCN(C)CC2)oc2c1C(=O)CC(C)(C)C2
  mcGAS RapidFire: 2.9
> CCOc1ccccc1CNC(=O)N1CCS(=O)C(C)C1C (centres undefined)
  mcGAS RapidFire: -9.5
> O=C(c1ccc(-c2ccc(-c3ccn[nH]3)cc2)o1)N1CCOCC1
  mcGAS RapidFire: -8.2

Next section.
Compound | mcGAS RapidFire
CCCCn1c(N)c(N(CC(C)C)C(=O)NCC)c(=O)[nH]c1=O | -9.3
Cc1nc(Nc2ccccc2)c([N+](=O)[O-])c(Nc2ccccc2)n1 | -3.4
CC[C@H]1OC(=O)[C@H](C)[C@@H](O[C@H]2C[C@@](C)(OC)[C@@H](O)[C@H](C)O2)[C@H](C)[C@@H](O[C@@H]2O[C@H](C)C[C@H](N(C)C)[C@H]2O)[C@](C)(O)C[C@@H](C)[C@@H]2N[C@@H](COCCOC)O[C@H]([C@H]2C)[C@]1(C)O | -19.1&9.7
COC(=O)c1ccc(CN2CCN(c3ccc(-c4ccccc4)cc3)C(=O)C2C)cc1 (centres undefined) | -10.3
CNC(=O)C1CCCN(C(=O)c2oc3c(C)cccc3c2C)C1 (centres undefined) | -6.3
O=C(c1nc2ncccn2n1)N1CCCC(c2[nH]ncc2Cc2ccccc2)C1 (centres undefined) | -7.6
CCc1nc(NC(=O)N2CCN(c3ccncc3C)CC2)nn1C | -8.6
Oc1ccc(CN2CCOc3c(O)cc(-c4cccc(Cl)c4)cc3C2)cc1 | -9.6
NC(=O)NC(=O)CSc1ccc2ccccc2n1 | -6.1
O=C(CCc1ccsc1)NC1CC(=O)N(CCc2ccc(F)cc2)C1 (centres undefined) | -1.8
COc1cccc(OCC(=O)c2ccc(NC(C)=O)cc2)c1 | 4.0
CN(CC1Cc2ccccc2O1)c1nc(CCN)nc2ccccc12 (centres undefined) | 2.4
CCCOc1c(C=C(C#N)C#N)cccc1OCC | -11.6
CCC1CCC(N(C(=O)c2cnc(C)s2)c2cccc(N3CCCC3)c2)CC1 (centres undefined) | 2.5
O=C1NCC2(CCCN(C(=O)CCc3n[nH]c4c3CCCC4)C2)O1 (centres undefined) | -13.7

Other results follow:
Compound | mcGAS RapidFire
COC(=O)c1cc(NC(=O)c2cnn(C)c2C(F)(F)F)cc(C)c1C | 5.4
Oc1cc(-c2cccc(Cl)c2)cc2c1OCCN(CC1CCCNC1)C2 (centres undefined) | 3.9
CCNC(=S)NN=Cc1ccco1 | -3.4
COc1ccc(C2CC(=O)c3cnc(NCCN4CCOCC4)nc3C2)cc1 (centres undefined) | -2.1
CCCN1CC(NC(=O)c2cccnc2N2CCOCC2)CC1=O (centres undefined) | -7.4
O=C(Cn1nnc2sc3c(c2c1=O)CCCC3)NC1CCCCC1 | 1.8
CCCNC(=O)/C(=C/c1ccc(Br)cc1)c1cccs1 | -1.4
O=C(Nc1ccnn1C1CCN(C(=O)c2ccsc2)CC1)c1ccc2c(c1)OCO2 | -3.0
CC(=O)Nc1ccc(SCC(=O)c2ccc(Cl)cc2)nn1 | 6.4
Cn1ncc(Cl)c1C(=O)N/N=C\c1ccc(CNC(=O)C(=O)Nc2ccc(Cl)c(Cl)c2)o1 | -8.7
N=C1/C(=C\c2ccco2)C(=O)N=C2SC(C34CC5CC(CC(C5)C3)C4)=NN12 | 1.6
CC(C)N(C(=O)CSc1nnc(-c2ccncc2)n1-c1ccc(F)cc1)C(C)C | 2.1
Cc1cccc(NC(=O)c2ccc3c(c2[N+](=O)[O-])C(=O)c2ccccc2C3=O)c1 | 8.4
COC(=O)C1CCCN1C(=O)C1(Oc2ccc(C)cc2)CCNCC1 (centres undefined) | -24.0
COc1cc(C(=O)N2CC[C@H](CO)[C@H](O)C2)ccn1 | -48.7

(listing goes on)
Compound | mcGAS RapidFire
CCSc1nnc(SCC(=O)c2c(N)n(C)c(=O)n(C)c2=O)s1 | -13.2
CSCC[C@H](NC(=O)[C@H](Cc1c[nH]c2ccccc12)NC(=O)[C@H](C)NC(=O)OC(C)(C)C)C(=O)N[C@@H](CC(=O)O)C(=O)N[C@@H](Cc1ccccc1)C(N)=O | -2.8
C=CCNC(=O)c1sc(=S)n(CC)c1N | 9.0
Cc1ccc(Cl)cc1Nc1ncccc1C(=O)NCCCc1ccccc1 | 13.2
CCc1ccc(OCC(O)Cn2nc(N3CCOCC3)sc2=S)cc1 (centres undefined) | 3.6
COc1ccc(C(C[N+](=O)[O-])n2nc(C)cc2C)cc1OC (centres undefined) | 2.8
CCN(C(C)c1ccncc1)S(=O)(=O)Cc1ccccc1F (centres undefined) | -9.8
CCn1c(C2CCN(C(=O)C3Cc4cc(C)ccc4N3)CC2)nn(C)c1=O (centres undefined) | 3.4
CCOCCSc1nc(N2CCOCC2)c2c(c1C#N)CC(C)(C)OC2 | -26.1
Cc1nn(CC(=O)Nc2c(F)c(F)c(F)c(F)c2F)c(=O)c2cccn12 | -11.1
CC1CN(C(=O)NCC#Cc2ccccc2)CC(c2ccsc2)O1 (centres undefined) | -14.9
O=c1ccc(-c2ccco2)nn1Cc1ccc(Br)cc1 | -12.4
CCCCn1c(CN(C)CCc2ccc(OC)c(OC)c2)cnc1S(=O)(=O)CC | -12.8
CC(OC(=O)CCNC(=O)Nc1ccccc1)C(=O)N1CCCCC1 (centres undefined) | -9.6
CC(C)NCC(O)CO (centres undefined) | 7.6

The list continues.
Structure,mcGAS RapidFire
O=C(CSc1nnc(Cc2cccs2)n1C1CC1)NC(=O)NC1CCCC1,-4.0
CCN1CCN(C(=O)c2csc(CN(C)C)n2)CC1(C)C,-17.5
O=C1CCCN1CC1CCCN(Cc2cc3ccccc3o2)C1 (centres undefined),2.6
OCc1cn(CC2CCN(C3CCc4ccccc4C3)CC2)nn1 (centres undefined),-1.5
O=C(NCc1ccc(-c2ccn[nH]2)cc1)N1CCCCCCC1,-16.5
CCOc1ccccc1NC(=O)CC1CCCCN1S(=O)(=O)c1ccc(C)cc1 (centres undefined),3.3
Cc1ccc(N=Cc2nc(-c3ccc(Cl)cc3)oc2O)c(Br)c1,-7.1
Cc1ccccc1-c1ncc(CN2CCC3(CC2)C(=O)NCCCN3C)cn1,-21.4
O=C(NC1(C(=O)O)CCCCC1)C1CCN(C(=O)N2CCCC2)CC1,-4.2
C[C@@H]1[C@H]2C[C@@H](C[C@H]1NC(=O)N[C@@H](C)c1ccccc1)C2(C)C,-5.8
COc1cc(CNc2nn[nH]n2)ccc1OCc1ccc(F)cc1,-8.5
Cc1nc2nc(N)nn2c(C)c1CC(=O)NCCCCOc1ccccc1,-4.3
CNc1cccc(-c2c(C)noc2C)n1,-3.8
Cn1c(=O)c2c(nc(NC3CCCCC3)n2Cc2ccccc2)n(C)c1=O,-1.2
CCOC(=O)N1CCN(C(c2ccc(Cl)cc2)c2c(O)cc(C)n(Cc3cccnc3)c2=O)CC1 (centres undefined),-5.8

Quoted at random: four entries already listed.
Structure,mcGAS RapidFire
CCOC(=O)N1CCN(C(c2ccc(Cl)cc2)c2c(O)cc(C)n(Cc3cccnc3)c2=O)CC1 (centres undefined),-5.8
CCOc1ccccc1NC(=O)CC1CCCCN1S(=O)(=O)c1ccc(C)cc1 (centres undefined),3.3
O=C(NCc1ccc(-c2ccn[nH]2)cc1)N1CCCCCCC1,-16.5
COc1cc(CNc2nn[nH]n2)ccc1OCc1ccc(F)cc1,-8.5

Further entries.
Structure,mcGAS RapidFire
O=C(CN1C(=O)C2C3C=CC(C3)C2C1=O)NNC(=O)c1cc(-c2ccccc2)n[nH]1 (centres undefined),-3.7
O=C(O)Cn1c(SCCOc2ccc3ccccc3c2)nc2ccccc21,-3.0
CC(c1ccon1)N(C)S(=O)(=O)NCc1ccccc1 (centres undefined),-6.1
COc1cn2c(cc1=O)C(=O)N(CCNC(=O)c1cccc(Cl)c1)CC2,-2.4
N#CC(=Cc1ccccc1Br)c1ccccc1,0.7
Cc1nc2c(ccc3nc(NC(=O)c4ccno4)sc32)s1,46.8
Cc1c2c(=O)n(-c3ccccc3)[nH]c2cc(=O)n1CC1CCCO1 (centres undefined),-6.3
Cc1ccc(Nc2ccc(NS(=O)(=O)c3ccc(-c4csc(C)n4)s3)cc2)nn1,0.6
Cc1cc(Nc2ccccc2)nc(N2CCN(C(=O)C(C)(C)C)CC2)n1,-11.1
O=C(NCCN1CCOC1=O)c1cn(Cc2ccc(F)cc2)nn1,-41.4
COCc1ccc(C(=O)N2CCCC(CCC(=O)Nc3cc(OC)cc(OC)c3)C2)o1 (centres undefined),-0.7
Cc1noc2nc(C3CC3)cc(C(=O)NC34CC5CC(CC(C5)C3)C4)c12,0.9
CC(=O)Cc1nsc(NC(=O)c2csc3c2CCCC3)n1,-5.8
Cc1cc(C(=O)N2C[C@@H](N)C[C@H]2C(=O)NC(C)C)c(-c2ccccc2)o1,-12.5
CNC(=O)C1Cc2ccccc2CN1C(=O)C1CCCC1 (centres undefined),-8.1

More results:
Structure,mcGAS RapidFire
CC(C)NC(CCO)C1CCCCC1 (centres undefined),0.0
Cc1nnc(NC(=O)C(C)C)s1,-3.0
CC(Sc1nnnn1-c1ccccc1)c1cccc([N+](=O)[O-])c1 (centres undefined),-6.5
COc1ccccc1N1CCN(C(=O)c2ccc(OC)c([N+](=O)[O-])c2)CC1,-1.3
COC(=O)c1sccc1NC(=O)COc1ccccc1F,-3.2
CC(C)(O)C#Cc1ccc(C(=O)NCc2ccc(-c3ccccn3)s2)o1,-13.2
CC(=O)N1CCc2c(nc(-c3cccnc3)nc2NC2CCC(=O)N(C)C2)C1 (centres undefined),-20.8
Cc1ccc(C(C)NC(=O)CN2CCN(C(=O)c3ncn[nH]3)CC2)cc1 (centres undefined),-12.9
CC1=C(C(=O)OC(C)C)C(c2ccccc2Cl)NC(=O)N1C (centres undefined),5.0
Cc1ccc(NC(=O)NCCOc2cc(N3CCN(C)CC3)ncn2)cc1C,-6.5
CC(=O)Nc1ccc(-c2ccnc3ccccc23)cc1,-11.7

Some of the compounds tested; count on the stated rates, not on these rows.
